RGS4 inhibitor: inhibitors of human regulator of G protein signaling 4; AID 504845; P49798; Potency, µM (series often up to 114 µM), inactives show top-dose activity change, negative = inhibition, usual class: inhibitors; Transcreener GDP fluorescence polarization, RGS4-accelerated GTP hydrolysis; 0.039% of 390,000 active; further: on the % scale 0 is the no-effect control and ±100 the full control effect; nearly all actives have a fitted effect of over 75% in size; some results filed as inactive show a strong effect at the top dose
Target sequence (P49798 whole entry, looked up): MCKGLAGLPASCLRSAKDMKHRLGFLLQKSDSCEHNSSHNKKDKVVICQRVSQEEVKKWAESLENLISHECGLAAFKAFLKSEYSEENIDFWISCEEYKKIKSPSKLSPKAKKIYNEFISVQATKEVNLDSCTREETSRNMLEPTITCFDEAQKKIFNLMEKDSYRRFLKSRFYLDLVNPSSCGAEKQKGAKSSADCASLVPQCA
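MLSMR compounds (23 nl, pin-transferred) preincubated 10 min at room temperature with a 500nM (2x) first reagent, then RGS4 at 900nM (2x) plus Transcreener GDP mix added; fluorescence polarization (620/688 nm) read before and after 90 min at 30 °C.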
TrxR1 inh: inhibitors of rat thioredoxin reductase 1. O89049. recombinant rTrxR1, NADPH fluorescence consumption, selenite substrate. Potency, µM (highest dose often 114 µM), for inactives: at the highest dose activity change, negative = inhibition, hits mostly inhibitors. 1% of 390,000 active. AID 588453; further: on the % scale 0 is the no-effect control and ±100 the full control effect; nearly all actives have a fitted effect of over 65% in size
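Rat TrxR1 (90 nM in the dispensed reagent) was pre-reduced with 400 uM NADPH for 5 min at room temperature, then incubated with compound for 15 min. After 400 uM selenite was added, NADPH fluorescence (Ex 340/Em 450 nm) was followed for 8 min.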
HP1b binding inh: HP1-beta chromodomain-methylated histone interaction inhibition | 0.56% of 390,000 active | AlphaScreen HP1-beta / biotin-H3K9me3 peptide binding | Potency, µM (titrated, usually from 114 µM), for the others: top-dose activity change, negative = inhibition, hits mostly inhibitors; further: nearly all actives have a fitted effect of over 70% in size; inactives centre near 23
Target sequence (P83916 whole entry, looked up): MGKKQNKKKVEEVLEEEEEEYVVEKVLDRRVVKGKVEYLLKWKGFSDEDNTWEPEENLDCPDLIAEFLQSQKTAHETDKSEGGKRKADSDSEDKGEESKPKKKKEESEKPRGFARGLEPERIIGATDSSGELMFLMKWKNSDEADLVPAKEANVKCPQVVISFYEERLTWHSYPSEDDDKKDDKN
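AlphaScreen: HP1-beta (50 nM) preformed 30 min with biotin-H3(1-18)K9me3 peptide (50 nM) in PBS pH 7.4, 0.01% Tween-20. Compound added for 30 min at RT, then streptavidin donor/nickel chelate acceptor beads (10 ug/mL) for 30 min.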
JMJD2A Tudor inh: blocks the human JMJD2A Tudor domain | O75164 | AlphaScreen JMJD2A-Tudor / H3K4me3 peptide binding | Potency, µM (series often up to 114 µM), for inactives: at the highest dose activity change, negative = inhibition, hits mostly inhibitors | 4.4% of 390,000 active | AID 504339; further: on the % scale 0 is the no-effect control and ±100 the full control effect; nearly all actives have a fitted effect of over 50% in size
ERG Ets-DNA blk: ERG Ets/DNA interaction inhibition | P11308 | fluorescence polarization, His-ERG Ets domain / labelled DNA | Potency, µM (highest dose often 76.9 µM), for the others: top-dose FP activity, negative = inhibition, hits mostly inhibitors | 0.028% of 370,000 active | AID 624246; active means well fitted inhibition curve with a large enough effect in the polarisation, with a control signal flat; inconclusive means small, poorly fitted or top-dose-only effect, or effect the other way, or a change in a side signal; inactive means no such curve, though single readings can be large or run the other way; the % refers to the polarisation;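 further: polarization taken with two DNA probes labelled with fluorescein and Texas red; % of control where 0% means no effect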
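His-tagged ERG Ets domain (1 uM in the protein solution; 300mM KCl, 50mM Tris-HCl, 1mM EDTA, 1mM DTT, pH 7.5) received compound, then a probe mix of 5 nM fluorescein-DNA and 100nM Texas-615-DNA. Fluorescence polarization was read for both dyes.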
GLS inh: glutaminase GLS (human) inhibition; GLS enzymatic activity, qHTS titration; Potency, µM (doses to about 45.5 µM), without a hit: at the top dose activity change, negative = inhibition, hits mostly inhibitors; 0.21% of 410,000 active; AID 624170; further: on the % scale 0 is the no-effect control and ±100 the full control effect
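Glutamate formation by hKGA was monitored fluorometrically using coupled glutamate oxidase, HRP and Amplex Red. Substrate was added as 1 mM L-glutamine solution; incubation was 30 min at RT after an initial read.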
Pin1 inh: human Pin1 inhibition. Pin1 FP peptide displacement, HiFluor488, 10 min. Q13526. 0.009% of 390,000 active. Potency, µM (series often up to 115 µM), inactives show at the highest dose activity, negative = inhibition, hits mostly inhibitors. AID 504891; active means well fitted inhibition curve with a large enough effect in the polarisation, with a control signal flat, not every such curve was filed as active; inconclusive means small, poorly fitted or top-dose-only effect, or effect the other way, or a change in a side signal; inactive means no such curve, though single readings can be large or run the other way; the % refers to the polarisation; further: on the % scale 0 is the no-effect control and ±100 the full control effect
12-LOX inh: blocks human arachidonate 12S-lipoxygenase; AID 1671190; 1.1% of 580,000 active; P18054; Potency, µM (titrated, usually from 108 µM), for inactives: at the highest dose activity change, negative = inhibition, usual class: inhibitors; purified 12hLO, xylenol orange hydroperoxide absorbance; further: on the % scale 0 is the no-effect control and ±100 the full control effect
Target sequence (P18054 whole entry, looked up): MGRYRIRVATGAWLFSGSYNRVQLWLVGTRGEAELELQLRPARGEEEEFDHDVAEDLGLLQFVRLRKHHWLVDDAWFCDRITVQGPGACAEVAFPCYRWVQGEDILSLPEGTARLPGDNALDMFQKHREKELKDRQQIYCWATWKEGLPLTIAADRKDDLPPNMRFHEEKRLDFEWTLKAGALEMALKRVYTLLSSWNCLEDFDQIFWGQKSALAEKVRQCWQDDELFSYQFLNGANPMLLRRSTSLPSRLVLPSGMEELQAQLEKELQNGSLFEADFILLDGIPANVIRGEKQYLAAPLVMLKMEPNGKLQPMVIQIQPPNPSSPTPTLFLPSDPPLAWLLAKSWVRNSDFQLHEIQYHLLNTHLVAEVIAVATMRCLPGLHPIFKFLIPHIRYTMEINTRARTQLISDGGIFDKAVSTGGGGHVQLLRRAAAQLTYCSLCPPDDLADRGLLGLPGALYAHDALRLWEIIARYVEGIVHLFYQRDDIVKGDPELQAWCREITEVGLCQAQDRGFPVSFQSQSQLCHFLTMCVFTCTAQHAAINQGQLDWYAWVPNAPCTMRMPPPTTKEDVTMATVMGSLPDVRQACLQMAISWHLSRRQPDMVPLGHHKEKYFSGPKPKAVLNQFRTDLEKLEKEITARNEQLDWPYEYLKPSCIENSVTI
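Purified human 12hLO (150 nM final) in 25 mM Hepes, 0.01% Triton X-100, pH 7.0 was preincubated 15 min at room temperature with compound. Then 40 uM arachidonic acid was added, 30 min. Hydroperoxide was read by Fe-XO absorbance ratio 573/405 nm.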
PGK inhibitor: inhibitors of T. brucei phosphoglycerate kinase; P07378; PGK/GAPDH coupled, Kinase-Glo luminescence, 60 min; Potency, µM (doses to about 57.5 µM), for inactives: at the top dose activity change, negative = inhibition, most hits filed as inhibitors; 0.043% of 380,000 active; AID 602233; further: on the % scale 0 is the no-effect control and ±100 the full control effect; nearly all actives have a fitted effect of over 60% in size
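Recombinant glycosomal PGK reaction used 1,3-bisphosphoglycerate generated in-well by GAPDH (100nM final) in 100mM TEA pH 7.6, 5mM MgCl2, 0.01% Tween-20. After 60 minutes at room temperature, ATP was read by Kinase-Glo Plus luminescence end-point.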
* hit, by the source's call; i = inactive; u = inconclusive; x = not tested or not shown; & = joins results of further samples; [ ] = remark or other dose. Unless noted, the call rests on the fitted dose curve; in most records, active means well fitted curve in the direction sought with a large enough effect; inconclusive means small, poorly fitted or top-dose-only effect, or another doubt; inactive means no such curve, though single readings can be large; an effect the other way counts as inactive or inconclusive. Potency means the concentration at half of the fitted maximal effect. A portion of the library; rates above refer to the full screens.

RGS4 inhibitor	TrxR1 inh	HP1b binding inh	JMJD2A Tudor inh	ERG Ets-DNA blk	GLS inh	Pin1 inh	12-LOX inh	PGK inhibitor	SMILES
-14%[56.9 µM]	13%	44%[activator]	-4%	1%	-5%	-2%	-6%	6%	COc1ccccc1N(C)S(=O)(=O)c1ccc(C(=O)OCC(=O)Nc2cc(C)on2)cc1
-26%	7%[57.1 µM]	14%	u	0%	-3%	0%	-24%	i	O=C(NCCCCc1ccccc1)C12CN(Cc3ccccc3)CC1C(c1ccc([N+](=O)[O-])cc1)=NO2 (stereo not given)
-13%[11.4 µM]	-3%&9%	11%&48%	-27%&-6%	-5%&5%	-8%&-10%	2%&0%	1%&-17%	4%&8%	Cc1ccc(C)c(NC(=O)CCn2cnnn2)c1
5%	18%[57.1 µM]	34%	2%	8%	-12%	1%	-14%	-9%	COC(=O)c1ccccc1NC(=O)C1CCCN(S(=O)(=O)c2ccc(OC)cc2)C1 (stereo not given)
-16%	30%[57.1 µM]	37%	7%	8%	-4%	2%	14%	i	O=C(c1cc(COc2ccc(F)cc2Cl)on1)N1CCC(OCc2cccnc2)CC1
14%	8%[57.1 µM]	7%	-6%	0%	2%	0%	-7%	-9%	COc1ccc(NC(=O)Nc2ccccc2F)c(C)c1
11%	3%	45%[activator]	4%	-13%	-2%	1%	-4%	-4%	CN(Cc1ccc(F)cc1)C(=O)COc1ccc2ccccc2c1
7%&-1%	-2%[57.1 µM]	43%&47%[activator]	-7%&5%	5%&7%	1%&-7%	12%&12%	18%[57.4 µM]	4%&-5%	Cc1ccc(NC(=O)C2CCCN(S(=O)(=O)c3ccc4[nH]c(=O)ccc4c3)C2)cc1C (stereo not given)
-7%	-2%[57.1 µM]	29%	-16%	-9%	0%	0%	9%	-1%	COC(=O)c1ccccc1NC(=O)CSc1nnc(-c2cccnc2)n1N
-13%	7%[57.1 µM]	37%[activator]	-4%	-2%	-9%	-1%	482%[activator]	-7%	Cc1cc2c(cc1S(=O)(=O)NCC(C)c1ccccc1)n(C)c(=O)c(=O)n2C (stereo not given)
6%	16%	25%	-5%	1%	8%	-3%	i	-7%	CN1C(=O)CC(N2CCN(C(=O)c3ccccc3)CC2)C1=O (stereo not given)
-28%	23%	16%	-9%	x	-1%	10%	1%	-3%[11.5 µM]	COCCn1c(SCC(=O)Nc2ccc(NC(=O)c3ccco3)c(OC)c2)nc2ccccc2c1=O
-2%	2%	23%	5%	-5%	-3%	-12%	44%[activator]	i	O=C(c1ccccn1)C1CCCN(Cc2nc(Cc3cccc(F)c3)no2)C1 (stereo not given)
15%	11%[57.1 µM]	35%	8%	-8%	-9%	-1%	-12%	-13%	CCOC(=O)C1=C(COC(=O)C2CC(=O)N(c3ccc(C)cc3)C2)NC(=O)NC1C (stereo not given)
20%	8%	15%	-13%	-5%	47%[activator]	-7%	0%	-3%	COC(=O)c1[nH]c2ccccc2c1NS(=O)(=O)c1ccc(F)c(C)c1
-8%	10%[57.1 µM]	16%	-14%	-1%	0%	u	1%	1%	O=C(O)c1ccc(S(=O)(=O)c2ccc(Sc3ccc(C(=O)O)c(C(=O)O)c3)cc2)cc1
-6%	u	41%[activator]	2%	-13%	0%	u	-4%	i	O=C(COC(=O)CCc1c[nH]c(=O)[nH]1)Nc1ccccc1
-18%	5%[57.1 µM]	25µM*	3.5µM*	-11%	9%	1%	u	-9%	COc1cc(OC)c(OC)cc1CN1CCN(Cc2cccn2C)CC1
-8%	11%	24%[57 µM]	-6%[57.1 µM]	x	x	-1%	x	x	COc1ccccc1OCCn1c(CCNC(=O)C2CCCCC2)nc2ccccc21
-35%	-4%	-10%	-24%	4%	5%	-3%	-29%	-1%	CCOc1ccc(NC(=O)Cn2cncc2-c2ccc([N+](=O)[O-])cc2)cc1
-4%[56.9 µM]	13%	57%[activator]	-14%	-4%	6%	-4%	-1%	1%	Cc1ccc(NC(=O)NCCCl)cc1S(=O)(=O)N1CCOCC1
-15%	5%	36%	-24%	2%	-4%	-2%	16%	i	CCc1ccc(NC(=O)[C@H](Cc2ccccc2)NC(=O)C2CCN(C(=O)[C@@H](N)CC(C)C)CC2)cc1
-15%[56.9 µM]	37%[57.1 µM]	58%[activator]	-9%	0%	u	-3%	19%	i	Cc1nc(CCNC(=O)C2CCC(=O)N(Cc3cccc(F)c3)C2)sc1C (stereo not given)
18%	7%	38%[activator]	-12%	4%	-5%	5%	183%[activator]	i	CCN(CC(=O)Nc1c(F)cccc1F)C(=O)Cc1ccc2c(c1)OCCO2
9%	-14%	38%[activator]	-1%	10%	4%	2%	0%	0%	CN(C(=O)Cc1ccccc1)n1cnnc1
-6%	18%[57.1 µM]	22%[57 µM]	-8%	-9%	2%	0%	4%	10%	COc1ccc(Cl)cc1NC(=O)C1CCN(S(=O)(=O)c2ccc3c(c2)CCCN3C(=O)C2CCC2)CC1
7%	-3%	30%	-10%	-1%	5%	0%	0%	0%	O=C1NC(NS(=O)(=O)c2ccc(Cl)cc2)(C(F)(F)F)C(=O)N1c1ccccc1 (stereo not given)
-88%[56.9 µM]	-6%	21%	u	9%	u	-4%	5%	i	CC1(C)Cc2c(cnn2-c2ccc(F)cc2)C(NC(=O)CCN2CCCC2=O)C1 (stereo not given)
1%	-10%	12%	-8%	3%	2%	3%	8%	5%	COCCNC(=O)Cn1cnc2c(cnn2-c2ccc(C)cc2)c1=O
-54%	u	u	18µM*	-6%	u	u	-71%	u	Cc1cc(NC(=O)Cc2cccs2)no1

Continued, overlapping the part above by two compounds.
RGS4 inhibitor	TrxR1 inh	HP1b binding inh	JMJD2A Tudor inh	ERG Ets-DNA blk	GLS inh	Pin1 inh	12-LOX inh	PGK inhibitor	SMILES
1%	-10%	12%	-8%	3%	2%	3%	8%	5%	COCCNC(=O)Cn1cnc2c(cnn2-c2ccc(C)cc2)c1=O
-54%	u	u	18µM*	-6%	u	u	-71%	u	Cc1cc(NC(=O)Cc2cccs2)no1
-21%	8%[57.1 µM]	-5%	-28%	-3%	-6%	-2%	32%[activator]	-9%	CC(=O)Nc1ccc(NC(=O)c2c([N+](=O)[O-])c(C(C)(C)C)nn2C)cc1
-21%	7%[57.1 µM]	19%	-29%	6%	28%	-5%	-7%	4%	O=C(COc1ccccc1)NC(NC(=S)Nc1ccccc1O)C(Cl)(Cl)Cl (stereo not given)
-28%	-2%	24%	0%	-1%	-10%	0%	0%	-4%	COc1ccc(CCNC(=O)CCc2c(C)nc3cc(-c4cccc(F)c4)nn3c2C)cc1OC
2%	-3%[57.1 µM]	13%	-15%	-4%	18%	-11%	-13%	-7%	Nc1nc(N)c2cc([N+](=O)[O-])ccc2n1
18%	20%[57.1 µM]	25%	-8%	1%	1%	3%	-2%	3%	C/C(=N\Nc1nc(N2CCCCC2)nc(N2CCOCC2)n1)c1cccs1
6%	30%	u	u	0%	-7%	-11%	-18%	-9%	CCCC(CCC)c1nc2ccncc2[nH]1
2%	-17%	23%	-17%	x	2%	0%	10%	5%	CCOC(=O)c1ccc(NC(=O)c2ccc(NS(C)(=O)=O)cc2)cc1
9%	20%[57.1 µM]	1.1µM*	u	-2%	0%	-1%	0%	-3%	CC1NC(=O)NC1CCCCCC(=O)Nc1ccc(F)c(Cl)c1 (stereo not given)
-9%	4%	16%	4%	0%	-3%	-3%	0%	-3%	Cc1cc(C)cc(CC2CC(=O)N(c3cc(C)on3)C2=O)c1 (stereo not given)
17%	23%	20%	-9%	3%	1%	-9%	12%	i	COc1ccccc1N(CC(=O)Nc1c(C)n(C)n(-c2ccccc2)c1=O)S(=O)(=O)c1ccccc1
-33%	8%[57.1 µM]	13%	-14%	7%	4%	-3%	250%[activator]	-7%	CCNC(=S)N1CCN(CCN=CC2=C(O)CC(c3ccco3)CC2=O)CC1 (stereo not given)
-5%	13%	-37%	25µM*	1%	8%	u	x	0%	Fc1ccc2c(c1)C(c1ccc(N3CCOCC3)cc1)=NNC(c1cccs1)=N2
5%	12%[57.1 µM]	25%	-10%	-12%	-2%	-5%	-17%	-2%	Cc1cc(NC(=O)CSc2nc(-c3ccccc3)cs2)no1
-3%	28%	16%	-7%	5%	1%	0%	18%	2%	CC(C(=O)Nc1ncccn1)(c1ccccc1)c1ccccc1
-10%[11.4 µM]	-26%	15%	-19%	-1%	-5%	25%	-22%	-5%	CC(C)(O)C#Cc1ccc(CN2CCCC(CO)(Cc3cccc(Cl)c3)C2)cc1 (stereo not given)
9%[56.9 µM]	98%[activator]	7%	u	-5%	0%	-7%	-18%	-8%	O=C1CCCN1CCCNc1nc2c(S(=O)(=O)c3ccc(Br)cc3)nnn2c2ccccc12
4%	29%	26%	-5%	4%	-2%	6%	12%&-13%	x	N#CNC(=Nc1ccc(F)cc1)SCc1ccccc1
-8%	2%[57.1 µM]	30%	-10%	2%	0%	-1%	23%	-9%	COc1ccccc1C(=O)N/N=C/C(C)=C/c1ccccc1
-12%	16%	9%	-27%	-3%	1%	-5%	25%	-5%	Oc1ccccc1-c1cc(C(F)(F)C(F)F)nc(-c2ccccc2)n1

Quoted from the listing:
Result for Nc1nc(N)c2cc([N+](=O)[O-])ccc2n1 under ERG Ets-DNA blk: -4%
Result for COc1ccccc1C(=O)N/N=C/C(C)=C/c1ccccc1 under PGK inhibitor: -9%
